# Screens as filed in PubChem BioAssay.
# D1 ag – activates the human D1 dopamine receptor. HEK293 T-REx D1 cells, calcium flux, agonist mode. activation, % at 2 µM. actives 1% (n = 360,000); further: 0% is about no effect
#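 Tetracycline-induced HEK293 TREx D1 cells, force-coupled to calcium signalling, were dye-loaded with a no-wash calcium kit. Compound was pin-added after a 10 s baseline. Fluorescence was read kinetically at 1 cycle/s for 180 s, with calcium rises flagged as agonism.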
# D2 antagonist – antagonizes the human D2 dopamine receptor; HEK293 TREx D2 cells, calcium flux, dopamine EC80; inhibition, % at 10 µM; actives 2% (n = 340,000); in the data active means inhibition above about 30%; further: 0% is about no effect
# Target sequence (P14416 whole entry, looked up): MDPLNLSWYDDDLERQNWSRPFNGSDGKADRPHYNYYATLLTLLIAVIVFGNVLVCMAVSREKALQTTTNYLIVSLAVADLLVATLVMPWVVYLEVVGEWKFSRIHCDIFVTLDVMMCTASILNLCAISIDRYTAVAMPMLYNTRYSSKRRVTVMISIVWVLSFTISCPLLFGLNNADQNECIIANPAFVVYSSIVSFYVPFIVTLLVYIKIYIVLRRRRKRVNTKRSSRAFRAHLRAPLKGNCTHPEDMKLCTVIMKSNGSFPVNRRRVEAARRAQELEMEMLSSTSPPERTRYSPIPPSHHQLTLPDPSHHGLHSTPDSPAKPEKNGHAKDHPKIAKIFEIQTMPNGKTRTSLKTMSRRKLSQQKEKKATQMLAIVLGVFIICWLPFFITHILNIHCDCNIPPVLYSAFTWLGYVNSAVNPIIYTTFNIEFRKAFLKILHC
#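 Cells plated overnight at 30 C with tetracycline; no-wash calcium dye, 30–90 min RT; 10 s baseline; compound pinned; 180 s read; EC80 dopamine added; another 180 s read.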
# TRHR enhancer – TRH receptor (human) allosteric enhancement | TRHR cells, fluo-8 calcium fluorescence, EC20 TRH enhancement | enhancement, % at 2 µM | actives 0.66% (n = 360,000) | P34981; in the data active means enhancement above about 30%; further: 0% is about no effect
# Target sequence (P34981 whole entry, looked up): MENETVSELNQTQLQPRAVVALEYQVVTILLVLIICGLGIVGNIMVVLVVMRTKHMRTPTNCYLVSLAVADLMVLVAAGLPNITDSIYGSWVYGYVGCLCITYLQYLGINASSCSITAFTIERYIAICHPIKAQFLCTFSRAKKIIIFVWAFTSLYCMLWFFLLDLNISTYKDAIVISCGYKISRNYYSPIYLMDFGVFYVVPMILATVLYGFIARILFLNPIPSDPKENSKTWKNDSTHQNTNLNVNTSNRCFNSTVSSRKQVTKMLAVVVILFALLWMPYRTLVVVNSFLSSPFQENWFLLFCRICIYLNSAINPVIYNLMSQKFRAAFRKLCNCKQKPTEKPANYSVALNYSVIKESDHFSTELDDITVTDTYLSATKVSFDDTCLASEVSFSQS
#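 TRHR-expressing cells loaded with fluo-8 calcium dye were read kinetically (ex 480/em 530) during compound addition, then stimulated with an EC20 of TRH (10 nM final). Enhancement of the Gq-mediated intracellular calcium response was scored.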
# RXFP1 antagonist – antagonists of human relaxin receptor RXFP1; Q9HBX9; HEK293-RXFP1, relaxin-stimulated cAMP HTRF, 30 min; hits give low values; activity change, negative = inhibition, % at 57.5 µM; actives 0.59% (n = 350,000); AID 1259400;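 active means activity change of -60% or lower, but not beyond a set lower limit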; further: on the % scale 0 is the no-effect control and ±100 the full control effect
# D2 ag – agonists of human D2 dopamine receptor; HEK293 T-REx D2 cells, calcium flux agonist mode; activation, % at 2 µM; actives 0.53% (n = 340,000); AID 485358;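 active means activation over 3 SD above normal in the single-dose calcium agonist read, cut at about 30% in these data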; further: 0% is about no effect
#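 Tetracycline-induced HEK293 Trex cells with D2 receptor force-coupled to calcium signaling, plated overnight at 30 C and loaded with no-wash calcium dye. Calcium flux read kinetically for 180 s after compound addition; responses flag agonists.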
# D1 PAM – enhances dopamine response at the human D1 receptor; P21728; HEK293 TREx D1 cells, calcium flux, dopamine EC20 potentiation; potentiation, % at 10 µM; actives 0.036% (n = 360,000); in the data active means potentiation above about 30%; further: 0% is about no effect
# D1 antag – human D1 dopamine receptor antagonism; P21728; HEK293 TREx D1 cells, calcium flux, dopamine EC80; hits give low values; activity change, negative = inhibition, % at 10 µM; actives 3.2% (n = 360,000); AID 504652; in the data active means activity change below about -30%; further: on the % scale 0 is the no-effect control and ±100 the full control effect
#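 Allosteric or orthosteric antagonism assessed as attenuation of the calcium response to EC80 dopamine, added 180 s after compound, in induced HEK293 Trex D1 cells loaded with no-wash calcium dye.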
# TRHR ag – activates the human TRH receptor. P34981. TRHR cells, calcium flux fluo-8, FDSS agonist mode. activation, % at 2 µM. actives 0.18% (n = 360,000). AID 493084; further: 0% is about no effect
#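 Steps: seed TRHR cells overnight; add fluo-8 no-wash Ca dye, RT 30 min–1.5 h; record 10 s baseline; pin-transfer compounds; monitor fluorescence 1 cycle/s for the agonist window. Calcium increases flag candidate agonists.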
# D2 potentiator – D2 dopamine receptor (human) potentiation | HEK293 T-REx D2, calcium flux, EC20 dopamine potentiation | potentiation, % at 10 µM | actives 0.34% (n = 340,000) | AID 485347;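 active means potentiation over 3 SD above the plate norm, cut at about 30% in these data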; further: 0% is about no effect
#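 Calcium flux readout, no-wash dye, 1 read/s. Inducible HEK293 Trex D2 line, overnight 30 C. Compound alone 180 s (agonist flags), then EC20 dopamine, another 180 s to score potentiation.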
# Active calls of the source: *; nt = not tested or not shown. Unless noted, no stated cut-off is given here; in the data, active means activation above about 30%; inactive means the rest. Random draw from the library. About 7.3% of those tested had a hit in this group.
SMILES,D1 ag,D2 antagonist,TRHR enhancer,RXFP1 antagonist,D2 ag,D1 PAM,D1 antag,TRHR ag,D2 potentiator
O=C1C2C3C=CC(C3)C2C(=O)N1CCN1CCN(S(=O)(=O)/C=C/c2ccccc2)CC1 (configuration not stated),4.0,2.6,-9.7,-18.2,-1.3,0.9,-7.2,-0.5,-1.3
O=C(O)CSCC(=O)N1CCN(c2ncnc3scc(-c4ccccc4)c23)CC1,9.4,-8.1,-0.3,-2.6,-0.5,1.8,1.1,1.0,-0.2
S=c1[nH]nc(COc2ccc(Cl)cc2Cl)n1-c1ccccc1,3.3,2.1,-2.3,-13.2,-1.6,17.1,2.8,0.9,-1.5
CCN(C(=O)CSc1nc2cc(Cl)ccc2c(=O)n1Cc1ccco1)C1CCS(=O)(=O)C1 (configuration not stated),4.9,0.0,-7.4,-1.5,0.6,1.1,-2.6,2.1,-6.6
N#C/C(=C\c1cccc(Cl)c1)c1n[nH]c(Cn2cncn2)n1,1.5,-8.7,0.4,-10.5,0.6,-3.2,-7.5,-0.3,9.0
O=C(CN1CCN(c2ccccc2O)CC1)Nc1ccc2c(c1)CCC2,0.9,66.8*,-1.1,-15.5,-0.8,5.9,6.6,0.2,-23.2
Cc1nc(C)c(-c2csc(Nc3ccccn3)n2)s1,1.2,8.1,-7.6,-16.7,1.1,-11.6,-23.8,-1.6,-1.6
CC(=O)c1cccc(NC(=O)c2cc(-c3ccc4c(c3)OCCO4)on2)c1,3.8,nt,-1.1,nt,0.4,-0.9,-10.4,-0.7,-11.1
Nc1nc(Cl)nc2c1ncn2[C@@H]1O[C@H](CO)[C@@H](O)[C@H]1O,1.8,37.4*,29.1,nt,4.0,-2.3,-12.4,0.9,12.3
CC(C)c1nc(=S)c2ccccc2[nH]1,0.1,-11.1,0.5,12.9,0.5,-0.4,-2.3,0.3,4.0
COCc1cc(C)nc2sc(C(=O)Nc3nccs3)c(N)c12,2.5,nt,-6.1,nt,nt,-4.3,-0.9,-0.4,nt
CCOc1cc(N2CCOCC2)c(OCC)cc1NC(=O)c1c(C)noc1C,1.8,-8.5,2.2,-13.5,0.2,-2.9,4.2,-0.1,-3.8
CC(=O)N1c2c(cc(Br)cc2S(=O)(=O)N2CCN(C(=O)c3ccco3)CC2)CC1C (configuration not stated),6.2,-6.3,-11.9,-10.4,0.1,-2.6,-8.6,0.1,-2.1
COC(=O)c1ccc(N2CN=C(c3ccc(C)cc3)NC2=S)cc1,2.5,-2.4,-1.4,-15.4,-0.4,1.7,-16.7,0.7,7.4
COc1cccc(-c2nn(C)c3sc(C(=O)NCc4ccc(C)o4)cc23)c1,2.2,-2.2,-4.2,-11.7,3.3,-0.1,16.8,0.0,-33.7
O=C(NCCCN1CCOCC1)c1cnccn1,0.1,13.1,15.5,-0.7,-0.4,4.2,0.0,0.6,2.2
COc1ccc(N2CCN(C(=O)CNC(=O)c3ccccc3Cl)CC2)cc1,0.7,-3.8,-1.0,-6.6,4.9,-1.1,-6.1,-0.2,6.1
O=C(NCc1cccnc1)c1cccc(S(=O)(=O)N2CCCCC2)c1,2.8,-8.1,-4.0,-1.1,0.9,-4.8,-1.7,-0.3,-11.4
O=C(CSc1nnc(CNC(=O)c2ccccc2)o1)NCc1ccc2c(c1)OCO2,2.2,nt,1.2,-11.6,nt,-1.1,-9.2,-0.3,nt
O=C(COC(=O)c1cc([N+](=O)[O-])ccc1N1CCOCC1)c1ccc(Br)cc1,4.7,11.5,0.9,-11.1,0.6,-7.9,9.8,0.6,1.0
Oc1ccc(Nc2ncnc3ccccc23)cc1,1.9,-12.2,1.5,6.1,-1.3,4.2,3.9,0.6,11.7
Cc1ccc(NC(=S)NC(=O)c2ccc(-c3ccccc3)cc2)c(C)c1,2.9,22.6,-4.8,-3.1,0.4,-8.4,0.0,0.4,-7.5
Nc1ccc(Br)cc1C(=O)O,1.1,nt,3.7,nt,nt,2.7,-7.0,0.4,nt
Cc1cccc(C)c1NC(=O)COC(=O)c1cc(=O)c2ccccc2o1,2.2,-9.0,8.0,-0.9,-0.5,1.6,11.3,-0.1,-1.5
CC(OC(=O)Nc1cccc(Cl)c1)C(=O)O (configuration not stated),2.6,-26.3,2.4,0.1,0.3,-6.2,-9.1,0.5,3.3
SMILES,D1 ag,D2 antagonist,TRHR enhancer,RXFP1 antagonist,D2 ag,D1 PAM,D1 antag,TRHR ag,D2 potentiator
COc1ccc(NC(=O)c2c(NCc3sccc3C)sc3c2CCCC3)c(OC)c1,0.6,nt,16.4,-27.2,-0.4,5.0,1.2,0.5,18.4
CCCC(=O)Nc1cccc(-c2nc3cc(C)c(C)cc3o2)c1,1.8,1.2,-5.8,-4.6,0.5,-8.3,-5.3,0.6,-4.2
Cc1cc2cc(CCNS(=O)(=O)c3ccc(F)cc3)c(=O)[nH]c2cc1C,2.6,9.9,5.2,5.1,0.6,1.0,11.4,0.7,13.6
O=C(CSc1nncn1-c1cccnc1)N1CCOCC1,0.0,0.8,-1.7,-19.1,-1.8,1.0,-26.0,-0.2,0.4
CCOc1ccc(C(=O)NCC(=O)NCC(c2ccco2)N2CCCCC2)cc1 (configuration not stated),0.9,-8.8,1.5,-2.6,0.3,nt,30.6,0.0,0.7
CC(C)=NOc1nc(N2CCOCC2)nc(N2CCOCC2)n1,2.0,0.1,-3.4,3.8,0.0,-3.5,-0.8,1.0,0.0
CC(=O)N1N=C(c2ccccc2)CC1c1ccc2c(c1)OCO2 (configuration not stated),1.1,2.5,-0.8,2.7,-0.7,-7.0,-19.5,-0.4,-9.1
Cc1ccc(C)c(Nc2nn3c(=O)c4ccc(C(=O)NCCC5=CCCCC5)cc4nc3s2)c1,0.8,nt,1.7,nt,0.4,-1.0,1.9,0.3,-2.5
CC12CCC(=O)N1C(C(=O)Nc1cc(C(F)(F)F)ccc1N1CCOCC1)CS2 (configuration not stated),0.4,-5.0,1.6,-20.1,0.4,-4.0,6.8,0.4,4.6
Cc1cccc2cc(CN(CC3CCCO3)C(=O)c3ccncc3)c(=O)[nH]c12 (configuration not stated),2.3,8.5,4.3,0.9,-0.3,-11.6,1.3,0.6,17.5
COc1ccc(OC)c(NC(=O)CSc2nn3c(=O)c(C)nnc3s2)c1,1.1,12.6,-0.9,0.0,1.1,3.8,10.5,1.0,-6.7
COc1ccc(CNCc2c(F)cccc2F)cc1OC,1.1,-5.0,5.8,-2.7,0.3,-0.7,-14.8,0.3,6.9
Cc1csc(=O)n1CC(=O)Nc1ccc(C(C)C)cc1,2.3,-0.9,8.5,-12.8,-0.8,-4.5,11.8,-0.3,-3.8
Cc1ccc(N=Nc2c(C)[nH]n(-c3ccccc3)c2=O)cc1,1.9,-2.5,-1.3,-0.4,0.5,1.7,11.8,-0.4,-9.8
CCOC(=O)c1sc(NC(=O)C2CC2)nc1C,1.8,-1.9,-4.8,nt,1.0,nt,-0.8,2.3,-0.2
C(=N\Nc1nncn1/N=C/c1ccco1)/c1ccco1,3.2,-3.2,5.6,13.4,0.1,0.8,-23.9,-0.2,1.7
COc1ccc(CC(=O)OCc2cc3ccc(C)cc3[nH]c2=O)cc1,0.2,12.7,8.6,-5.2,1.2,-4.9,1.0,-0.3,7.4
NS(=O)(=O)c1ccc(CCNC(=O)c2ccc(OCC3CCCO3)cc2)cc1 (configuration not stated),2.6,2.0,-3.3,-15.3,-0.5,-5.5,-4.1,-1.6,13.9
COC(=O)[C@]1(C)N[C@H](c2ccc(SC3CCCCC3)c(OC)c2)[C@@H]2C(=O)N(C)C(=O)[C@@H]21,-2.1,-2.3,-2.4,nt,1.7,-6.2,-5.8,0.0,-6.0
CSc1nc2ccc(NC(=O)C3CCCO3)cc2s1 (configuration not stated),1.0,12.4,0.2,1.0,0.8,-2.4,-28.5,0.0,11.8
COc1cc(COCC(O)CN2CCc3ccccc3C2)cc(OC)c1OC (configuration not stated),1.0,16.8,-4.2,0.9,4.0,-2.6,-6.5,0.4,-21.5
COc1ccc(C(=O)OCCOc2cccc(Cl)c2)cc1S(=O)(=O)N1CCOCC1,7.3,6.9,-3.0,-19.2,12.2,-5.2,2.1,1.1,1.9
Cc1noc(NS(=O)(=O)c2ccc(NC(=O)COc3ccccc3Br)cc2)c1C,-0.6,nt,1.6,nt,-0.4,2.5,20.5,-1.0,-5.5
COC(=O)N1c2ccccc2C=Cc2ccccc21,6.6,-9.5,-6.5,-7.1,1.3,1.5,-14.1,-0.8,5.2
C/C(=N\NS(=O)(=O)c1ccc(C)c([N+](=O)[O-])c1)c1cc2ccccc2o1,0.1,-31.9,-0.2,0.7,-0.7,-2.7,-5.7,0.0,-4.4
CC(NC(=O)c1cc(S(=O)(=O)N(C)C)ccc1N1CCCC1)C1CC2CCC1C2 (configuration not stated),-1.4,0.4,-15.2,-1.6,-0.8,0.3,10.0,-0.5,1.2
CCOc1ccc(S(=O)(=O)N2CCC(C(=O)NCc3cccnc3)CC2)cc1,2.6,-0.6,4.0,-11.0,0.1,3.1,-19.4,0.1,9.2
Cc1cc(C)c(C(N)=O)c(SCC(=O)c2cc(C)c(C)cc2C)n1,2.1,-8.1,7.0,-1.3,-0.4,-1.5,-4.8,0.2,-8.5
COc1ccc(O)c(C(=O)c2cnn(-c3ccccn3)c2)c1,3.2,5.8,15.5,-7.4,-0.1,4.7,3.8,-0.1,9.2

# An excerpt from above in order of SMILES length, rising.
SMILES,D1 ag,D2 antagonist,TRHR enhancer,RXFP1 antagonist,D2 ag,D1 PAM,D1 antag,TRHR ag,D2 potentiator
COC(=O)N1c2ccccc2C=Cc2ccccc21,6.6,-9.5,-6.5,-7.1,1.3,1.5,-14.1,-0.8,5.2
CC(C)=NOc1nc(N2CCOCC2)nc(N2CCOCC2)n1,2.0,0.1,-3.4,3.8,0.0,-3.5,-0.8,1.0,0.0
CCCC(=O)Nc1cccc(-c2nc3cc(C)c(C)cc3o2)c1,1.8,1.2,-5.8,-4.6,0.5,-8.3,-5.3,0.6,-4.2
Cc1ccc(N=Nc2c(C)[nH]n(-c3ccccc3)c2=O)cc1,1.9,-2.5,-1.3,-0.4,0.5,1.7,11.8,-0.4,-9.8
COc1ccc(OC)c(NC(=O)CSc2nn3c(=O)c(C)nnc3s2)c1,1.1,12.6,-0.9,0.0,1.1,3.8,10.5,1.0,-6.7
COc1ccc(NC(=O)c2c(NCc3sccc3C)sc3c2CCCC3)c(OC)c1,0.6,nt,16.4,-27.2,-0.4,5.0,1.2,0.5,18.4
Cc1cccc2cc(CN(CC3CCCO3)C(=O)c3ccncc3)c(=O)[nH]c12 (configuration not stated),2.3,8.5,4.3,0.9,-0.3,-11.6,1.3,0.6,17.5
C/C(=N\NS(=O)(=O)c1ccc(C)c([N+](=O)[O-])c1)c1cc2ccccc2o1,0.1,-31.9,-0.2,0.7,-0.7,-2.7,-5.7,0.0,-4.4
